Screens (PubChem)
NSD2 inh – blocks human histone methyltransferase NSD2 | O96028 | NSD2 peptide methylation, AlphaScreen, 120 min | inhibition, % at 12.5 µM | 310,000 compounds, 0.54% hits | AID 743445; in the data active = inhibition above about 50%
MITF act – increases MITF-driven TRPM1 promoter luciferase signal; SK-MEL-5 TRPM1-promoter luciferase, 24 h; % of positive control, neutral wells = 0; activation, % at 12.5 µM; 300,000 compounds, 0.75% hits; AID 588334;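 active = mean activation of at least 80% with every replicate also reaching 80%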;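 note: 0% = neutral control wells and 100% = parthenolide positive control wells; values of inactives mirror those of a sister screen read the other way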
PKA-R2B act – activators of human PKA-R2B complex | P22694+P31323 | PKA-R2B holoenzyme dissociation, Cy5-IP20 fluorescence polarization; R2B truncated from residue 108, S112A mutant; 0% DMSO only, 100% 113 µM cGMP | activation, % at 11.4 µM | 340,000 compounds, 0.079% hits | AID 504700;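 active = activation above a cutoff set at the mean over all compounds plus 3 SD, cut at about 18% in these data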;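 note: higher means more holoenzyme dissociation and a rise in polarization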
CDK5 p35 inh – CDK5/p35 (human) kinase inhibition | Q00535+Q15078 | Recombinant CDK5/p35, ADP-Glo luminescence, 60 min | inhibition, % at 10 µM | 330,000 compounds, 0.01% hits;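 active = highest replicate inhibition of at least 50% and at least 75% of replicates reaching 50%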;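 note: plate controls were DMSO neutral control for no effect and GW8510 at 10 µM for full effect; many of its hits are not listed in these tables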
SR-BI DiI inh – inhibitors of mouse SR-BI mediated HDL lipid uptake; Q61009; ldlA[mSR-BI] CHO cells, DiI-HDL uptake fluorescence, 3 h; inhibition, % at 12.5 µM; 320,000 compounds, 0.96% hits;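 active = mean replicate inhibition of at least 70% and a set share of replicates each scoring 70 or more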;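 note: 0% = median of neutral control wells and 100% = median of positive control wells; values of inactives mirror those of a sister screen read the other way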
Target sequence (Q61009 whole entry, looked up): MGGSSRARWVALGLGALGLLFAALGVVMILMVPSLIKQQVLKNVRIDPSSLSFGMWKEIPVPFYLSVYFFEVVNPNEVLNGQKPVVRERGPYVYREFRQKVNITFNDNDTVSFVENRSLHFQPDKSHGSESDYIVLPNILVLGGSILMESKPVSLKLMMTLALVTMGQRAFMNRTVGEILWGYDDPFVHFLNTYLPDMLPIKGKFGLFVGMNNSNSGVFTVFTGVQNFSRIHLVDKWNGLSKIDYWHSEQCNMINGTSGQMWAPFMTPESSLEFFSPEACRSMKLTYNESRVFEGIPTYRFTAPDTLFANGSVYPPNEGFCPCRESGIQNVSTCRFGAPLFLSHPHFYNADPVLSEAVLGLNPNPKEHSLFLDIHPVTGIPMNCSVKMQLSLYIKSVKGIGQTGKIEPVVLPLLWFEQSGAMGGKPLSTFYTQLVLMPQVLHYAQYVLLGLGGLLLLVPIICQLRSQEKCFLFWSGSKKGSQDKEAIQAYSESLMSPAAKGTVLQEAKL
SR-BI uptake up – activators of SR-BI mediated HDL lipid uptake; CHO ldlA[mSR-BI] cells, DiI-HDL uptake fluorescence, 3 h; 100 = double the neutral-control signal; activation, % at 12.5 µM; 320,000 compounds, 0.096% hits; AID 504775;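 active = mean replicate activation of at least 60% and every replicate at or above 60%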;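 note: 0% = median plate neutral-control signal and 100% = twice that signal; values of inactives mirror those of a sister screen read the other way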
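material = CHO ldlA[mSR-BI] cells | medium = Ham's F12 with 0.5% BSA, HEPES 25 mM, pH 7.4 | reagent = fluorescent DiI-HDL, 10 µg/mL final | compound dosing = single-point compound dose | incubation = 3 h, 37 °C | measured by = bottom-read fluorescence, 550/595 nm | measure = HDL uptake via cellular fluorescence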
SUMO Mot1 rescue – SUMOylation pathway inhibition by Mot1-301 growth rescue; S. cerevisiae Mot1-301 growth rescue, ATP luminescence, 38.5C; percent above DMSO median, 100 means doubled; growth rescue, % at 18.8 µM; 320,000 compounds, 1% hits;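 active = every valid replicate shows activation above 250% relative to neutral control wells; inactive = the rest, any valid replicate at or below 250%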;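 note: OY570 slx delta 5 strain wells were the positive control but not used for scaling; some compounds called inactive have numbers as strong as hits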
PKA-R1A act – PKA-R1A complex activation; P00514+P68181; PKA-R1A dissociation, Cy5-IP20 fluorescence polarization; scaled: DMSO 0%, 113 µM cGMP 100%; activation, % at 11.4 µM; 340,000 compounds, 0.083% hits; AID 504707;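 active = percent activation above the mean of all tested compounds plus 3 SD, cut at about 19% in these data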;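 note: higher means more PKAc released from R1A so a rise in polarization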
Arrestin-AP2 inh – blocks beta-arrestin peptide binding to AP2 adaptin; FITC-arrestin peptide / GST-AP2 beads, flow cytometry; AP2 beta2 appendage carries R879A mutation; inhibition, % at 10 µM; 340,000 compounds, 0.31% hits; AID 504490;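 active = inhibition above a set limit, near 3 SD of compounds lacking own fluorescence, cut at about 54% in these data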;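 note: plate controls were DMSO wells for no effect and 5 µM unlabelled arrestin peptide for full effect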
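System: GST-tagged AP2 beta2-adaptin appendage (R879A) on 4 µm glutathione beads / Reagent: FITC-arrestin peptide, 50 nM / Detection: HyperCyt-sampled flow cytometry, FL1 channel, ex 488/em 535 nm / Timing: 12 min plus 1 h, RT / Buffer or medium: PBS plus Tween 20 (0.05%) and BSA (0.1%)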
dFosB activator – enhances mouse delta FosB homodimer DNA binding; purified delta FosB, TAMRA-CDK5 oligo fluorescence polarization; percent of positive-control signal above neutral wells; AID 493131; P13346; 340,000 compounds, 0.99% hits; activation, % at 25 µM;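 active = mean activation above about 17%, with every replicate also reaching it, limit read from the data, passing the limit was not always enough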;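 note: fluorescence polarization rise as delta FosB binds a TAMRA Cdk5 AP-1 oligo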
Target sequence (P13346 whole entry, looked up): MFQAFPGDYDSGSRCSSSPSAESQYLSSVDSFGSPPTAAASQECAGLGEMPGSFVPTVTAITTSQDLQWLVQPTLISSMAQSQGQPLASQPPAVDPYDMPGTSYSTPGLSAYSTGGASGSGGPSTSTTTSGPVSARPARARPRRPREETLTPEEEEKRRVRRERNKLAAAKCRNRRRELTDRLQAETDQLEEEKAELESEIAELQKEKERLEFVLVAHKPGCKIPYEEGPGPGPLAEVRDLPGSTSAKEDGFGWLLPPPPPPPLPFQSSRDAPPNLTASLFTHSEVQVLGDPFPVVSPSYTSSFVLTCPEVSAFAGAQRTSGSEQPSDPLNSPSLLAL
Pemphigus Ab inh – blocks pemphigus antibody binding to human desmoglein-3; DSG3-coupled beads, scFv-anti-DSG3-GFP binding, flow cytometry; active compounds read low; binding (percent of control), % at 10 µM; 310,000 compounds, 0.48% hits; AID 588358;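 active = binding more than 3 SD below its plate's average and above zero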;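 note: hits lower antibody fragment binding to DSG3; some compounds called inactive have numbers as strong as hits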
Numbers without * were called inactive; x = not tested or not shown.

SMILES	NSD2 inh	MITF act	PKA-R2B act	CDK5 p35 inh	SR-BI DiI inh	SR-BI uptake up	SUMO Mot1 rescue	PKA-R1A act	Arrestin-AP2 inh	dFosB activator	Pemphigus Ab inh
CC(=O)Nc1ccc(NC(=O)CSc2ccc3nnc(-c4ccccn4)n3n2)cc1	1.1	-5.9	-10.4	0.5	3.2	-3.2	179.2	-4.5	-15.5	-3.5	102.0
C[C@@H]1CC[C@@]23COC(=O)C2=CCC[C@@H]3[C@@]1(C)CC/C(=C/CO)CO	x	x	-5.9	0.5	-15.1	15.1	-18.7	-5.5	1.9	-3.5	118.8
c1ccc2c(c1)CCCn1nnnc1-2	-1.7	x	0.4	-2.3	-9.3	9.3	5.8	-6.3	28.9	6.0	95.5
CC1CCN(C(=O)c2ccc(S(=O)(=O)Cc3ccccc3F)c([N+](=O)[O-])c2)CC1	2.7	-46.0	-3.1	x	9.0	-9.0	32.3	-10.6	-8.2	-4.8	93.9
Cc1ccc(NC(=O)CCCCCN2C(=O)[C@@H]3Cc4ccccc4CN3C2=O)cc1	-0.5	1.0	-9.8	-1.0	-7.5	x	3.3	5.8	-20.7	-7.3	99.6
CCCCSc1[nH]c(=O)c(C(=O)OCC)cc1C#N	-0.3	0.0	-3.1	1.8	-34.5	34.5	16.1	-9.2	-2.7	2.3	96.5
COc1ccc(OC)c(CN2CCN(CCCc3ccccc3)C(CCO)C2)c1 (configuration not stated)	4.1	1.6	-5.4	0.7	0.9	-0.9	-10.0	-3.8	15.2	-9.4	117.6
CC(C)NC(=O)NC(=O)COC(=O)/C=C/c1ccccc1[N+](=O)[O-]	-0.1	-35.7	-5.4	1.9	11.7	-11.7	-0.1	-9.2	2.2	-5.0	109.4
COc1ccc(CC(=O)N/N=C(\C)c2cccs2)cc1	-4.4	12.3	4.2	1.0	23.3	-23.3	61.4	-6.2	26.4	-1.3	95.2
CCCCOc1ccc(C(=O)Nn2c(-c3cccs3)nc3ccccc3c2=O)cc1	-0.4	-10.7	6.0	0.3	-5.8	5.8	-8.3	18.6*	4.5	7.9	102.5
COC(=O)c1sc(SC)c(S(=O)(=O)C(C)C)c1N	1.4	17.3	-3.1	-2.3	15.9	-15.9	-1.2	2.8	-2.9	2.4	106.7
COc1ccc2cc(C(=O)Nc3ccc(Cl)cc3)sc(=O)c2c1OC	-1.2	21.6	8.1	0.0	28.8	-28.8	752.4*	4.2	-14.7	70.7*	119.5
CCN(CC)C(=O)CSC1c2ccccc2C(=O)N1c1ccccc1 (configuration not stated)	-1.8	-8.5	-4.2	3.3	-9.5	9.5	-11.2	-2.2	-9.2	-1.1	100.6
CCOc1ccc(C(=O)CCC(=O)NCC(=O)Nc2c(C)cccc2C)cc1	4.5	10.8	3.3	-0.3	20.3	-20.3	7.7	-10.2	-5.3	-11.5	105.4
O=C1COc2ccc(C(=O)COC(=O)Cc3ccsc3)cc2N1	-0.1	4.5	-3.2	-0.9	-12.8	12.8	-11.0	1.5	11.8	-1.9	100.4

Rewritten with values under each structure: 6 of the compounds above
Values run as follows: NSD2 inh, MITF act, PKA-R2B act, CDK5 p35 inh, SR-BI DiI inh, SR-BI uptake up, SUMO Mot1 rescue, PKA-R1A act, Arrestin-AP2 inh, dFosB activator, Pemphigus Ab inh
- C[C@@H]1CC[C@@]23COC(=O)C2=CCC[C@@H]3[C@@]1(C)CC/C(=C/CO)CO
 : x, x, -5.9, 0.5, -15.1, 15.1, -18.7, -5.5, 1.9, -3.5, 118.8
- c1ccc2c(c1)CCCn1nnnc1-2
 : -1.7, x, 0.4, -2.3, -9.3, 9.3, 5.8, -6.3, 28.9, 6.0, 95.5
- CC1CCN(C(=O)c2ccc(S(=O)(=O)Cc3ccccc3F)c([N+](=O)[O-])c2)CC1
 : 2.7, -46.0, -3.1, x, 9.0, -9.0, 32.3, -10.6, -8.2, -4.8, 93.9
- Cc1ccc(NC(=O)CCCCCN2C(=O)[C@@H]3Cc4ccccc4CN3C2=O)cc1
 : -0.5, 1.0, -9.8, -1.0, -7.5, x, 3.3, 5.8, -20.7, -7.3, 99.6
- CCCCSc1[nH]c(=O)c(C(=O)OCC)cc1C#N
 : -0.3, 0.0, -3.1, 1.8, -34.5, 34.5, 16.1, -9.2, -2.7, 2.3, 96.5
- COc1ccc(OC)c(CN2CCN(CCCc3ccccc3)C(CCO)C2)c1 (configuration not stated)
 : 4.1, 1.6, -5.4, 0.7, 0.9, -0.9, -10.0, -3.8, 15.2, -9.4, 117.6

The list continues:
SMILES	NSD2 inh	MITF act	PKA-R2B act	CDK5 p35 inh	SR-BI DiI inh	SR-BI uptake up	SUMO Mot1 rescue	PKA-R1A act	Arrestin-AP2 inh	dFosB activator	Pemphigus Ab inh
CC(=O)c1ccc(N2CCN(C(=O)c3ccc4nc[nH]c4c3)CC2)cc1	-2.1	-4.0	-4.8	-0.2	-8.8	8.8	10.1	5.4	9.0	2.2	106.5
O=C(COc1ccccc1)Nc1ccc(C(=O)N2CCCC2)cc1	2.2	-2.8	-14.3	0.2	0.2	-0.2	-6.5	-4.7	9.0	-2.6	x
COc1ccc(Cc2nc(-c3cccs3)no2)cc1	-2.3	30.2	-12.5	-3.8	-3.6	3.6	-10.0	-14.4	6.1	-0.1	103.6
CCC1CCCCN1S(=O)(=O)c1ccc(C(=O)Nc2nnc(C3CC3)o2)cc1 (configuration not stated)	0.4	4.3	-7.6	0.7	-17.8	17.8	-14.1	8.3	-10.8	-6.8	105.2
O=C(N/N=C/c1cccc([N+](=O)[O-])c1)C1CC(=O)N(c2ccc(F)cc2)C1 (configuration not stated)	0.1	-1.7	-5.4	-1.8	-10.3	10.3	-6.1	2.5	-0.4	5.0	112.6
O=C(NC1=NCCS1)c1ccc(Br)s1	-2.8	76.8	10.5	0.4	4.1	-4.1	30.2	-1.3	-3.4	2.5	108.5
CN(Cc1ncc[nH]1)C(=O)CC1C(=O)NCCN1Cc1c(F)cccc1Cl (configuration not stated)	-0.5	4.8	5.2	1.8	-2.2	2.2	245.7	-2.2	-3.7	2.0	96.6
O=C(NC1CCN(C(=O)Nc2cccc(F)c2)CC1)C1CCCCC1	-0.4	-2.8	3.4	2.9	-5.1	5.1	-0.8	1.9	5.8	6.0	105.9
Cc1ccc(S(=O)(=O)N2CCN(C(=O)COc3ccc(-c4nnco4)cc3)CC2)cc1	0.2	12.0	5.0	-0.4	-9.6	9.6	5.3	3.7	35.9	-8.1	x
CCO[C@@H]1OC(C(=O)N2CCN(C)CC2)=C[C@H](c2csc3ccccc23)[C@H]1CCCO	x	6.1	4.6	-0.5	-8.7	8.7	13.6	0.7	18.0	1.5	95.0
Cc1cccc(N(O)C(=O)Nc2cccc(Cl)c2)c1	-2.1	x	-6.8	0.9	2.7	-2.7	-5.6	2.9	3.4	-0.9	115.5
CC(NC(=O)COc1ccccc1)C(=O)N1CCN(c2ccccc2)CC1 (configuration not stated)	0.4	5.3	-8.9	0.8	-7.8	7.8	-6.7	4.6	-9.5	3.3	100.4
O=C(c1nc2ccccc2s1)N1CCSCC1	1.8	12.2	-6.3	0.4	0.0	0.0	-9.1	7.5	2.0	-3.8	x
Cc1ccc(NC(=O)c2cc(S(=O)(=O)N3CCCC3)cn2C)cc1	x	x	1.0	-0.5	8.3	-8.3	-17.0	-5.6	-2.0	0.9	105.6
O=C(COc1coc(CN2CCN(c3ccccc3)CC2)cc1=O)N1CCc2ccccc21	1.3	-7.2	-5.8	0.9	10.1	-10.1	8.4	-14.6	-2.9	-7.1	99.1
COc1nonc1NCn1nc(C)cc1C	-0.6	-0.1	2.9	0.1	11.9	-11.9	-28.0	-2.7	19.1	0.1	97.3
COc1ccc(C(C(=O)NC(C)(C)C)N(CCc2ccccc2)C(=O)CCC(=O)Nc2cc(C)on2)cc1 (configuration not stated)	1.6	19.6	-14.0	4.6	x	x	-1.4	-0.1	-6.2	-8.0	100.6
Cc1ccc(C)c(OCCC(=O)OCC(=O)Nc2cccc(S(=O)(=O)N3CCCC3)c2)c1	0.9	-5.7	-11.0	0.8	-29.3	29.3	1.0	-6.9	14.3	-22.2	108.4
OCCC1CN(Cc2ccc(Oc3ncccn3)cc2)CCN1Cc1ccc(F)c(F)c1 (configuration not stated)	-0.6	-8.6	7.8	-1.5	x	x	85.9	2.7	32.0	-4.2	93.8
COC(CNC(=O)C1CC(=O)N(CCc2ccc(C)cc2)C1)OC (configuration not stated)	-6.6	8.5	0.4	1.0	-0.3	0.3	-22.9	-3.7	2.5	9.2	100.7
Cc1cc(NS(=O)(=O)c2ccc(NC(=O)c3oc4ccccc4c3C)cc2)no1	-4.9	-10.6	3.4	-2.0	-7.5	7.5	-16.5	2.2	0.1	-11.7	100.8
O=C(NCCCN1CCOCC1)C(=O)NCC1OCCCN1S(=O)(=O)c1cc(F)ccc1F (configuration not stated)	1.1	15.1	5.8	-0.6	7.3	-7.3	256.2	-2.5	-0.7	-11.7	108.1
CC1(C)CC(=O)C(C2=NC3(CCCCC3)Cc3ccccc32)=C(O)C1	1.4	8.9	5.8	-1.7	x	x	-5.1	-6.4	-7.2	-6.5	96.5
COc1ccc(C2C(C(=O)c3ccco3)=C(O)C(=O)N2CCOCCO)cc1OC (configuration not stated)	3.2	3.8	-4.7	0.6	21.0	-21.0	-4.3	-2.4	-4.0	1.8	101.9
Cn1c(SCC(=O)Nc2ccccc2)nc2ccccc2c1=O	-0.1	11.5	-2.1	-1.2	-13.8	13.8	-18.2	-2.4	7.1	-13.3	113.3
COC(=O)C1CCN(C(=O)CSc2nc3ccc(OC)cc3[nH]2)CC1	x	-13.2	7.9	0.6	-18.0	18.0	-13.6	12.5	-0.1	1.1	99.2
CCOC(=O)c1cc2nc(-c3ccco3)cc(C(F)(F)F)n2n1	-0.8	-3.6	14.1	0.6	18.7	-18.7	7.2	-15.5	-4.2	-8.8	96.4
CC(NC(=O)C(CC(=O)OC(C)(C)C)NC(=O)OC(C)(C)C)C(N)=O (configuration not stated)	-2.5	x	2.5	-0.3	-6.6	6.6	-8.5	-2.4	2.8	-0.3	103.7
CCCCCCc1cc2cc(C(=O)Nc3ccc(OC)cc3)c(=O)oc2cc1O	4.7	-9.4	-9.4	-0.4	22.2	-22.2	2.2	-9.1	7.1	7.7	96.4
